# TNF necrop inh: inhibitors of TNF-alpha triggered necroptosis, primary screen, cell-based, Jurkat FADD-/-, single concentration. Jurkat FADD-/- TNF necroptosis rescue, ATP luminescence, 24 h; 0 = TNF only, 100 = no-TNF cells. hit rate 0.068% among 220,000. activation (protection from cell death), % at 10 µM;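 active = activation, meaning protection from cell death, of at least 50% relative to plate controls; inactive = activation below 50%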;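 also: necroptosis triggered by 40 ng/mL TNF-alpha added together with compound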
# TRPN1 ag: zebrafish TRPN1 channel agonists, primary screen, cell-based, HEK293, calcium fluorescence; activation, % at 3 µM; HEK293 zebrafish TRPN1-YFP, Fluo-8 calcium fluorescence; 100% = response to 87 µM carbachol; hit rate 0.18% among 220,000; transient receptor potential cation channel N1 (TRPN1/NompC), Danio rerio;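 active = activation above its plate's cutoff, the mean activation of test wells on that plate plus 3 SD, cut at about 19% in these data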;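 also: 0% = DMSO alone and 100% = 87 µM carbachol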
#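 Control set: carbachol 87 µM as high control, DMSO as low control; system: HEK293 stable line with zebrafish TRPN1-YFP; read-out: % activation versus carbachol response; detection: intracellular calcium fluorescence with Fluo-8; doses: single test compound dose, 3 µM nominal, 0.3% DMSO; schedule: dye 1 h 37 °C plus 30 min RT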
# Mdm2 ligase inh: MDM2-luciferase reporter signal enhancers, primary screen, MDM2 E3 ligase inhibitor project, cell-based, luminescence, 1536-well; hit rate 0.11% among 210,000; AID 1230, 2008; cell-based MDM2 ubiquitination luciferase reporter, 2 h; 0 = plate control, 100 = twice control, blank-subtracted; E3 ubiquitin-protein ligase Mdm2 (Homo sapiens), Q00987; signal enhancement, % at 5 µM;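 active = signal enhancement of 30% or more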;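 also: luminescence tracks abundance of the self-degrading MDM2-luciferase fusion protein; higher signal means inhibition of MDM2 E3 ligase activity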
#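 Assay system: stable mammalian line carrying autodegrading MDM2–luciferase fusion reporter; amount: 2000 cells seeded into each well; buffer or medium: DMEM; benchmarks: plate control and blank wells; signal: luciferase luminescence; timing: 2 h compound exposure at 37 °C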
# PPC-1+TRAIL kill: compounds killing PPC-1 cancer cells with TRAIL present, primary screen, TRAIL potentiator project, ATPLite luminescence, uHTS; PPC-1 cells + TRAIL, ATPLite viability luminescence; cell killing (% activity), % at 4 µM; hit rate 0.41% among 220,000; AID 1443, 2008;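 active = cell killing above 50% in the first pass at 4 µM, then a duplicate retest at 5 µM averaging 50% or more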;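 also: plate controls were cells with TRAIL plus DMSO for no effect and medium-only wells lacking cells for full effect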
# CHOP inhibitor: inhibitors of CHOP promoter induction, primary screen, cell-based, unfolded protein response, luciferase reporter. CHO-K1 CHOP-promoter luciferase, tunicamycin-induced, 15-18 h. hit rate 3.8% among 220,000. AID 2732, 2010. inhibition, % at 10 µM;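 active = compounds that reduced the stress-induced luciferase reporter signal by more than about 70% of percent inhibition, limit read from the data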;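 also: 0% = tunicamycin plus vehicle and 100% = wells without tunicamycin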
# Runt-SMMHC FRET: inhibitors of RUNX1 Runt–CBFb-SMMHC binding, primary screen, biochemical, FRET, Cerulean-Runt, Venus-CBFb-SMMHC, uHTS; Runt-related transcription factor 1 (Homo sapiens) + Core-binding factor subunit beta …; Cerulean-Runt/Venus-CBFb-SMMHC FRET ratio 530/480, 1 h; inhibition, % at 20 µM; hit rate 0.74% among 220,000;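 active = mean inhibition across duplicate retests at 20 µM reaching about 50%, limit read from the data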;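 also: 0% = DMSO wells and 100% = wells with excess untagged CBFb-SMMHC; inhibitors lower the FRET ratio by blocking Runt binding to CBFb-SMMHC; some results filed as inactive read as strong as hits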
# Target sequence (Q01196 whole entry, looked up): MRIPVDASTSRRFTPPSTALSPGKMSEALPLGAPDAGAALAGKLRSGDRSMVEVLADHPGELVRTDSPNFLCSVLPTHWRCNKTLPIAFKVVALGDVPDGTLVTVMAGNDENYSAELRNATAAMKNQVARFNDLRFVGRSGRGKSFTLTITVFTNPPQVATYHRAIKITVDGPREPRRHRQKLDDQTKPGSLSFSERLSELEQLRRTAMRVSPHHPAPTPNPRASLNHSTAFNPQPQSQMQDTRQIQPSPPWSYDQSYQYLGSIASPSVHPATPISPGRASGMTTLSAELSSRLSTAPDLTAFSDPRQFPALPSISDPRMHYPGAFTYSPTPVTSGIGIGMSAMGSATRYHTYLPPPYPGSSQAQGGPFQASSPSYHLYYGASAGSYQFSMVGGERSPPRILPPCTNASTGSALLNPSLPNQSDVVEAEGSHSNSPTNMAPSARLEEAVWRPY
# Target sequence (Q13951 whole entry, looked up): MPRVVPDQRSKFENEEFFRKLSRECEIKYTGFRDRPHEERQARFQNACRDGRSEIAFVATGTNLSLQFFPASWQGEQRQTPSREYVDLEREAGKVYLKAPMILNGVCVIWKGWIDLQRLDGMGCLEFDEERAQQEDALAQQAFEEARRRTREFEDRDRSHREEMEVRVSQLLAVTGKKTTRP
# TRPML3 agonist: human TRPML3 channel agonists, primary screen, cell-based, HEK293 TRPML3-YFP, Fluo-8 calcium fluorescence, 3 µM. Mucolipin-3 (Homo sapiens), Q8TDD5. 100% = the carbachol control signal. activation, % at 3 µM. hit rate 0.29% among 220,000;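 active = activation above its plate's cutoff, the mean activation of the plate's test wells plus 3 SD, cut at about 12% in these data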;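 also: 0% = DMSO only wells and 100% = carbachol wells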
#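 Material: TRPML3-YFP stable HEK293 cells | Dosing: One concentration, 3 µM nominal, 0.3% DMSO | Timing: 125 s total fluorescence read per well | Technique: Fluo-8 calcium dye fluorescence, ex 470-495, em 515-575 nm | Measure: Percent activation from peak-to-basal fluorescence ratio, scaled between DMSO and carbachol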
# EBV gp42 block: Epstein-Barr virus gp42 inhibitors, primary screen, biochemical, uHTS, fluorescence polarization. inhibition, % (tested at 21.74 µM). AID 1085, 2008. Fluorescence polarization binding assay, mP read-out. hit rate 0.42% among 220,000; in the data active = inhibition above about 50%
# Target sequence (Q1HVG2 whole entry, looked up): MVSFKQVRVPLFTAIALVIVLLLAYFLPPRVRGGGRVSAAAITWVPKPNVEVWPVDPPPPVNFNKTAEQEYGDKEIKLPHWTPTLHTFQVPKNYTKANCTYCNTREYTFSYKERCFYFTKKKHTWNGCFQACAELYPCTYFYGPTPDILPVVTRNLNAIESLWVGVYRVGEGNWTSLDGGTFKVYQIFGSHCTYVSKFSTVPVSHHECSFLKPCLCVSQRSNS
# NCF1 inh: p47phox/p22phox peptide binding inhibitors, primary screen, biochemical, uHTS, NADPH oxidase regulatory subunit. Neutrophil cytosol factor 1 (Homo sapiens), P14598. fluorescence polarization, 2 h. inhibition, % at 24.7 µM. hit rate 0.53% among 220,000. AID 1274, 2008;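 active = inhibition above about 30%, limit read from the data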;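 also: 0% = p47phox with labelled peptide and 100% = labelled peptide alone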
# An asterisk follows results filed as active; . = not tested or not shown.
SMILES,TNF necrop inh,TRPN1 ag,Mdm2 ligase inh,PPC-1+TRAIL kill,CHOP inhibitor,Runt-SMMHC FRET,TRPML3 agonist,EBV gp42 block,NCF1 inh
COc1cc2c(cc1OC)CN(C(=O)CCN1C(=O)C3CCCCC3C1=O)CC2 (centres undefined),0.4,1.8,-19,8,-8,1,0.1,-5,-2
CCc1nnc(NC(=O)CCN2C(=O)c3ccccc3C2=O)s1,1.0,-1.3,-5,5,-1,0,0.3,2,2
Cc1c(Nc2ccc(C=O)cc2)c(=O)n(-c2ccccc2)n1C,3.4,-1.5,-18,1,-4,-40,-0.5,-25,-6
CC1(C)Cc2c(c(N3CCOCC3)nc3sc4c(NCc5ccccc5)nnnc4c23)CS1,-0.2,-0.7,.,-8,45,2,0.3,-24,-15
COc1ccccc1OCc1ccc(C(=O)Nc2ccccc2F)cc1,2.6,1.2,-13,19,-14,-3,0.2,-3,-3
CC1CN(CCC(=O)Nc2ccc3c(c2)OCO3)CC(C)O1 (centres undefined),0.2,0.7,0,-13,5,2,-0.6,-1,-8
COc1ccc(CC(CC(=O)O)C(=O)Nc2ccc(OC)cc2)cc1 (centres undefined),-1.7,-0.1,-5,-21,-4,7,0.1,0,-5
CCCCCCCCCCn1ccc(=N)cc1,-22,-0.7,-50,47,80*,-1,-0.9,-17,-28
COC(=O)CCC(=O)OC1(C)C(=O)C=C2C=C(C3CC3)N(c3ccccc3)C=C2C1=O (centres undefined),0.8,.,12,12,-6,9,.,-4,-11
CC(C)[C@H](NC(=O)c1ccccc1)C(=O)OCC(=O)NCCc1ccc(F)cc1,0.7,-1.7,3,30,10,2,0.2,-15,-4
CCOC(=O)CCSc1cc(C)c2ccccc2n1,0.6,0.3,.,5,-5,0,0.3,4,23
Clc1ccc(-c2ccccc2)nn1,0.2,-0.6,-13,-7,-6,1,0.6,0,4
CCOC(=O)c1oc2ccc(Br)cc2c1NC(=O)CN1CCN(C)CC1,-4.3,1.0,-6,41,4,-4,1.2,-1,3
CC(C)OC(=O)c1ccc(Cn2nnc3ccccc3c2=O)cc1,1.1,0.0,-8,34,19,-4,1.0,-9,9
O=C(Nc1cccs1)Nc1c(F)c(F)c(F)c(F)c1F,2.0,15,-2,-1,7,1,7.1,-12,-9
CC(=O)c1ccc(N2CCN(S(=O)(=O)c3ccccc3)CC2)c(F)c1,1.0,1.8,1,17,20,1,0.8,3,4
CCOc1ccccc1N1CCN(Cc2c(C)n(C)n(-c3ccccc3)c2=O)CC1,0.9,-1.5,7,19,4,0,0.2,-9,2
Cc1ccc(C)c2[nH]c(=O)c(CN(CC3CCCO3)S(=O)(=O)c3ccc4c(c3)OCCO4)cc12 (centres undefined),-3.7,-0.4,-18,0,33,-6,0.1,0,-16
NC(N)=NCCC[C@H](NC(=O)OCc1ccccc1)C(=O)O,1.0,1.6,.,12,7,1,0.7,8,5
COCCn1c(C)cc(C(=O)COc2cccnc2[N+](=O)[O-])c1C,0.7,2.5,-9,25,17,-8,0.6,-12,-7
Cc1ccc2c(c1)c1c(n2C)-c2[nH]ncc2CC1,5.8,2.4,1,13,64,9,1.2,6,-3
CCCN1CCN(CCCNC(=O)Cn2ncc3c4ccccc4n(C)c3c2=O)CC1,-0.3,-0.2,-4,-10,8,0,0.0,-1,-8
O=C(Cn1c(=O)oc2cc(S(=O)(=O)N3CCCC3)ccc21)NCc1ccc(F)cc1,0.1,5.3,-9,8,3,-3,2.6,2,-10
Cc1ccc(-c2nn3c(C)nnc3s2)cc1NC(=O)c1ccc(-c2ccc(Cl)cc2Cl)o1,-4.8,-1.3,.,-15,81*,-9,0.9,-88,-91
CC1CCC(C(=O)NNC(=O)c2cc(-c3ccco3)[nH]n2)CC1 (centres undefined),-0.9,1.4,-7,16,4,1,1.2,-5,-4
O=C(CN1CCCCCC1)NCC1CCCO1 (centres undefined),0.1,0.2,-6,7,-6,1,0.7,-17,5
Cc1ccc(-c2csc3ncnc(Cl)c23)cc1,-5.5,-0.6,-5,8,36,-4,-0.4,12,0
Cc1ccc(-c2cccc(CN3CCN(C4CCN(C(C)C)CC4)C(CCO)C3)c2)o1 (centres undefined),2.1,-1.0,-2,15,8,-3,0.4,2,-1
CCC(C)(C(=O)NC1CCCCC1)N(C(=O)Cc1cccs1)c1ccccc1 (centres undefined),1.3,-1.3,-3,20,38,0,-1.1,-14,2
Cc1ccc(N2C(=O)CS/C2=C(\C(Cl)=C(Cl)Cl)[N+](=O)[O-])cc1,-2.4,0.6,-9,-1,27,-10,1.9,17,-16
Cc1cccc(-n2c(Cc3cc(=O)[nH]c(=O)[nH]3)nnc2SC(C)C)c1,0.2,0.7,-3,6,-3,-2,-0.1,-19,-6
COc1ccccc1N1CCN(CC(O)COc2c(OC)cccc2OC)CC1 (centres undefined),2.4,0.5,0,8,-11,1,0.0,-3,-7
CCn1c(CCNC(=O)c2ccc(C)cc2)n[nH]c1=S,1.4,0.2,-5,-14,-37,2,-0.6,-9,0
COc1cc(C(=O)NCc2ccc(-c3nc4ccccc4s3)cc2)cc(OC)c1OC,0.9,1.4,-8,5,54,-4,0.8,-12,1
COc1ccc(C2=CC(c3ccc(F)cc3)n3nnnc3N2)cc1 (centres undefined),0.1,1.6,1,20,47,-10,0.4,8,-3
Cc1noc(C)c1CSCC(=O)N1CCN(c2ccc([N+](=O)[O-])cc2)CC1,-10.0,3.3,-5,3,33,-1,3.2,-17,-22
CCOC(=O)CSc1nnc(CNC(=O)c2cc(OCC)c(OCC)c(OCC)c2)n1C,-2.4,-0.8,-22,18,11,-31,-0.1,-9,-6
CCc1cccc(NC(=O)CSC2=NS(=O)(=O)c3ccccc32)c1,-2.8,0.1,-4,-6,22,5,0.4,-4,4
COC(=O)C1=C(C)N=C2SC(C)C(=O)N2C1c1cccc(F)c1 (centres undefined),0.4,-0.8,-4,13,4,-1,-1.1,-8,-15
CC1Cc2cc(/C(O)=C3/C(=O)C(=O)N(CCCN(C)C)C3c3ccncc3)ccc2O1 (centres undefined),-0.1,-0.5,6,2,23,-1,1.2,2,-8
OCCC1CN(Cc2nc3c(s2)CCCC3)CCN1Cc1ccsc1 (centres undefined),0.6,0.7,-24,5,-9,4,0.7,-5,-6
C/C(=N\NC(=O)CCc1ccc(S(=O)(=O)N2CCOCC2)cc1)c1ccc(Br)cc1,-1.8,0.3,-7,37,25,-1,0.1,-2,-1
CS(=O)(=O)N(CC(=O)Nc1ccccc1C(=O)N1CCCC1)c1cccc([N+](=O)[O-])c1,0.1,-0.4,-20,3,9,1,0.4,1,-4
COCCNC(=O)C1CC2Cn3c(nc4cc5ccccc5cc43)C2N1C (centres undefined),3.1,.,14,5,-10,-5,.,-15,2
Cc1onc(-c2ccccc2)c1NC(=O)N(Cc1ccccc1)C(C)C,2.0,-1.1,0,22,-8,-1,-0.7,1,-3
Cc1cc(C)c2nc(C)cc(Nc3ccc(C(=O)N(C)C)cc3)c2c1,-0.1,0.0,-19,11,5,1,0.3,-8,1
CCOC(=O)CSc1nc2c(c(=O)n1-c1ccc(OC)cc1)SCC2,0.6,0.1,-6,13,1,1,0.7,-7,-2
Clc1ccc(-n2ncc3c(NCc4ccc5c(c4)OCO5)ncnc32)cc1,0.7,2.3,-12,1,104*,4,-0.3,-13,-4
CCNC(=O)c1ccc2c(c1)S(=O)(=O)c1ccccc1C2=O,-1.5,0.1,-9,12,14,0,0.3,-23,-3
COc1ccc(CNC(=O)c2sc(=S)n(-c3ccccc3)c2N)cc1,2.5,0.8,-10,13,10,-4,0.4,-5,-10
Cc1ccc(-n2nnnc2SCn2nnc3ccccc3c2=O)cc1,0.1,1.2,-17,23,-11,0,2.9,5,-8
c1ccc(-n2ncc3c2ncn2nc(-c4ccco4)nc32)cc1,-2.0,-0.3,-25,7,-31,0,0.1,-5,-9
CCCc1ccc(C(=O)NNc2ccc(F)cc2)cc1,-4.5,-0.6,-10,3,-1,-6,-1.1,-13,7
O=c1[nH]cc(S(=O)(=O)c2ccccc2)[nH]1,1.2,0.4,13,-2,20,0,1.7,-18,-26
Cc1cccc(OCCOC(=O)C2CCN(S(=O)(=O)c3cccs3)CC2)c1,0.5,0.9,3,-10,9,-9,1.3,-14,-10
CCOC(=O)NCc1ccc(CNC(=O)OCC)cc1,1.5,1.2,-20,14,65,-3,0.7,7,2
COc1ccc(Cn2c(N)c(C#N)c3nc4ccccc4nc32)cc1OC,-1.0,0.6,-6,0,24,4,1.3,-12,-22
COc1ccc(C(=O)Nc2ccc(NC(=O)c3cccs3)c(OC)c2)cc1Cl,4.0,0.8,-96,13,-13,2,0.2,-6,5
CCOC(=O)C1CCN(S(=O)(=O)c2c(C)[nH]c(=O)[nH]c2=O)CC1,2.6,0.6,-5,7,28,0,0.4,-21,4
Brc1c(CSc2nncn2-c2ccccc2)nc2sccn12,-0.8,1.0,0,9,7,-8,0.1,-21,3
Cc1ccc(Oc2nc(CN3CCOCC3)nc3sc4c(c23)CCC(C)C4)cc1C (centres undefined),4.7,-0.6,-5,4,-18,-11,0.4,-7,-8

# Looked up above:
# Runt-SMMHC FRET result of COc1ccc(Cn2c(N)c(C#N)c3nc4ccccc4nc32)cc1OC is entered as 4
# NCF1 inh result of COc1ccc(C(=O)Nc2ccc(NC(=O)c3cccs3)c(OC)c2)cc1Cl is entered as 5

# Some entries already given, showing only TRPML3 agonist and NCF1 inh.
structure	TRPML3 agonist	NCF1 inh
Brc1c(CSc2nncn2-c2ccccc2)nc2sccn12	0.1	3
COc1ccc(C(=O)Nc2ccc(NC(=O)c3cccs3)c(OC)c2)cc1Cl	0.2	5
CC1Cc2cc(/C(O)=C3/C(=O)C(=O)N(CCCN(C)C)C3c3ccncc3)ccc2O1 (centres undefined)	1.2	-8
CCCN1CCN(CCCNC(=O)Cn2ncc3c4ccccc4n(C)c3c2=O)CC1	0.0	-8
